From PubChem
CYP2C9 act: increases human cytochrome P450 2C9 activity; recombinant CYP2C9, luciferin-H conversion, luminescence; stronger effect = higher value; factor 1 = untreated enzyme, 0 = blocked; P11712; activation factor at 5 µM; 96,000 tested, 1.4% active;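 active means activation factor of 2 or more for CYP2C9 at a 5 µM dose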;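 further: 0 = sulfaphenazole-blocked wells and 1 = vehicle-only wells; values of inactives mirror those of a sister screen read the other way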
Target sequence (P11712 whole entry, looked up): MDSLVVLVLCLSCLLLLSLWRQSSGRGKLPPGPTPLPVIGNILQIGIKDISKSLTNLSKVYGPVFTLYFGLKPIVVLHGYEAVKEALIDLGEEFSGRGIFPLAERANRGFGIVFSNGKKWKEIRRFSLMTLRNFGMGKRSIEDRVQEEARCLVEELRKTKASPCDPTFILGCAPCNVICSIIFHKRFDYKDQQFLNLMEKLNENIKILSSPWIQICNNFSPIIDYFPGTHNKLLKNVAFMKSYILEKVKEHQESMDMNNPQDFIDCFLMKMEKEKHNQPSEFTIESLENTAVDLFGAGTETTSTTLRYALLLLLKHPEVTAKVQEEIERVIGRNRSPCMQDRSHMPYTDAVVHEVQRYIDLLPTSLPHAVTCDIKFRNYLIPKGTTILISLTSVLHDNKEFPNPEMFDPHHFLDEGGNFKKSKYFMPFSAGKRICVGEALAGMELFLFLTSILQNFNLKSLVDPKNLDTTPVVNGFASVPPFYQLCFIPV
PTK2B oligo ant: Pyk2 (human) oligomerization antagonism. 99,000 tested, 0.83% active. z-score (the deposit names both 25 µM and 10 µM). Q293 cells, Pyk2 FERM NanoBiT luminescence; stronger effect = lower value. AID 1347419;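 active means Z-score of -3 or lower, scaled per plate to the spread of control and sample wells; inactive means z-score above -3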;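 further: negative z-score means lost luminescence so less FERM oligomerization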
CYP2C9 inhib: human CYP2C9 inhibition. CYP2C9 Supersomes, luciferin-H conversion, luminescence. inhibition, % at 5 µM. 96,000 tested, 20% active. AID 777;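 active means blocking of liver enzyme CYP2C9 beyond about 50% at 5 µM, limit read from the data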; further: values of inactives mirror those of a sister screen read the other way
LYP act: increases human PTPN22 phosphatase activity. recombinant LYP, DiFMUP fluorescence; 0 = plate median, 100 = signal doubled. activation, % at 2 µM. 96,000 tested, 0.11% active. AID 697;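 active means activation at 2 µM above a set limit, the mean plus 5 SD, cut at about 37% in these data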
hDAT+cocaine: changed human dopamine transporter uptake under cocaine IC80; Q01959; 110,000 tested, 1.3% active; LLC-PK1 hDAT cells, [14C]-dopamine uptake with cocaine IC80; actives deviate in either direction; B-score at 10 µM;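 active means Z score or B-score, a plate-position-corrected score, falls beyond the plate's 99.7% confidence bounds, in either direction; inactive means both scores lie inside the 99.7% bounds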;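 further: scored against the spread of the other compound wells on the same plate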
PostGolgi ctrl: inhibits growth of the yeast control strain | efflux-deficient yeast background strain, growth absorbance A615, 16 h | inhibition, % at 10 µM | 98,000 tested, 5% active
PostGolgi yeast: growth inhibition of a yeast mutant, post-Golgi transport screen. post-Golgi transport phenotypic cell assay. inhibition, % at 10 µM. 98,000 tested, 0.9% active. AID 739;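 further: yeast cells grown in 1536-well plates; yeast grown about 18 h at 30C before absorbance read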
PTPN22 inh 2: blocks human PTPN22 phosphatase activity; Q9Y2R2; recombinant LYP catalytic domain, DiFMUP fluorescence; inhibition, % at 2 µM; 96,000 tested, 0.21% active;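 active means inhibition at 2 µM at or above a set limit, the screen mean plus 3 SD, cut at about 24% in these data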;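 further: 0% = DMSO with enzyme and 100% = enzyme fully blocked by orthovanadate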
Ecoli WT expand: E. coli BW25113 growth inhibition, expanded screen; 98,000 tested, 0.15% active; OD600 absorbance; growth inhibition, % at 100 µM;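 active means growth inhibition above about 50% at one test dose, limit read from the data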;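 further: growth measured after 20 h incubation at 37 °C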
Starred values were filed as active, the others as inactive; nt = no result given. Unless noted, no stated cut-off is given here; in the data, active means inhibition above about 30%; inactive means the rest.

SMILES | CYP2C9 act | PTK2B oligo ant | CYP2C9 inhib | LYP act | hDAT+cocaine | PostGolgi ctrl | PostGolgi yeast | PTPN22 inh 2 | Ecoli WT expand
O=C(Nc1cccc2ccccc12)OC1C=CS(=O)(=O)C1 (centres undefined) | nt | 0.15 | nt | -5 | 0.34 | 1 | 5 | 4 | -1
Cc1nc(N2CCN(c3ccccc3)CC2)nc2c1C(=O)CC(C)C2 (centres undefined) | 0.9 | 0.07 | 7 | 29 | 1.1 | 37* | 0 | -32 | 1
Cc1nn2cc(-c3ccccc3)nc2s1 | 1 | -0.12 | 1 | 4 | 1.3 | 5 | 3 | -6 | 2
COc1cc(-c2nnc(SCC(=O)c3cc(C)n(CC4CCCO4)c3C)o2)cc(OC)c1OC (centres undefined) | 0.8 | -0.46 | 20 | -7 | 1.3 | 7 | -7 | 6 | -9
N#Cc1nc(COc2ccccc2)oc1N1CCN(c2cccc(Cl)c2)CC1 | 0.2 | -0.32 | 80* | -5 | 0.81 | 2 | 0 | 2 | -20
Cc1nc2ccccc2c(=O)n1CCN1CCOCC1 | 0.9 | 0.97 | 13 | -2 | -0.0031 | 26 | 11 | 5 | 7
O=C(CSCSCC(=O)Nc1ccc2c(c1)OCO2)Nc1ccc2c(c1)OCO2 | 0.2 | 0.11 | 80* | -4 | -0.36 | 6 | 6 | 2 | -14
O=C(CCCC(=O)N(c1ccc2c(c1)OCCO2)C(C(=O)NC1CCCCC1)c1ccc(Cl)cc1)Nc1ccccn1 (centres undefined) | 0.5 | -0.94 | 52* | -15 | -1.1 | 3 | -4 | 13 | -4
Cc1nnc(NC(=O)c2ccncc2)s1 | 0.9 | -0.13 | 14 | -2 | -0.0044 | -9 | -1 | 4 | -11
CCOC(=O)C1C(=O)C(C(C)=O)C(=O)CC1CC(C)SCC (centres undefined) | 0.7 | 0.86 | 30 | 4 | 1.6 | -12 | 5 | -5 | -6
CCOC(=O)C1CCN(C(=O)CC(C)c2ccccc2)CC1 (centres undefined) | 1 | 0.72 | 4 | -3 | 0.16 | 17 | -14 | 2 | 5
CCOc1c(CNCCNC(=O)c2nonc2N)cccc1OC | 1.1 | -0.51 | -8 | -2 | 0.54 | 13 | 0 | -1 | 2
CC1=C(C)CC(C(=O)NCCc2ccccc2)C(C(=O)O)C1 (centres undefined) | 0.9 | 0.13 | 12 | 4 | -0.61 | 3 | -8 | -2 | 3
O=C(COc1ccc(Cl)cc1Cl)NNC(=S)Nc1ccc(F)cc1 | 0.6 | -0.66 | 41 | -4 | -0.68 | 38* | 4 | 9 | 5
CCSCCOC(=O)C1=C(C)NC(=O)NC1c1cc(OC)ccc1OC (centres undefined) | 0.7 | -0.4 | 32 | -2 | 0.41 | 1 | -3 | -2 | -9
O=C1C2C3C=CC(C3)C2C(=O)N1c1ccc2c(c1)CCC2 (centres undefined) | 1.1 | 0.5 | -6 | 19 | -0.98 | 9 | 13 | -20 | -3
O=C(Nc1nc2ccccc2s1)c1ccc(Cl)s1 | 0.8 | nt | 17 | -2 | 1.6 | 13 | -15 | 0 | -19
CC(C)C(OC(=O)C1CCCO1)C(=O)NC1CCCC1 (centres undefined) | 1.1 | 0.18 | -10 | 0 | -0.34 | 6 | 4 | -3 | 0
CC1(C)CC(=O)C2=C(C1)N(c1ccc(F)cc1)C(=O)CC2c1cccnc1 (centres undefined) | 1.1 | nt | -6 | nt | -0.51 | -5 | 5 | nt | -4
CC(=O)N(Cc1cc2cc(C)c(C)cc2n2nnnc12)CC1COCCO1 (centres undefined) | 1 | 1.1 | 4 | 3 | 1.6 | 1 | 3 | -6 | 4
CC(=O)NC1C(=O)N=C(SCC(=O)NCc2ccccc2)NC1=O (centres undefined) | nt | 0.42 | nt | 7 | -1.9 | 5 | 3 | -8 | -2
CCn1c(CCNC(=O)c2cccs2)nnc1SCC(=O)Nc1ccc(Cl)cc1 | nt | 0.98 | nt | -10 | -1.4 | nt | nt | 9 | nt
COC(=O)c1nnn(-c2nonc2N)c1CSc1nc2ccccc2s1 | 0.5 | -0.96 | 49 | -2 | -0.78 | 60* | 5 | 1 | 0
CN1C(=O)/C(=C2/C=Cc3ccccc3N2CCCS(=O)(=O)O)SC1=S | 0.5 | -2.1 | 53* | 1 | -0.5 | -2 | 4 | -2 | 3
COCCN1CN=C(Nc2nc3ccccc3s2)NC1 | 1.1 | 2.4 | -9 | -6 | 0.041 | -1 | 0 | 4 | 11
COc1ccc(NC(=O)N[C@@H](CCSC)C(=O)O)cc1Cl | 1 | 0.59 | -1 | 1 | 1.6 | 0 | 9 | -4 | -6
C/C(=N\NC(=O)c1ccc(Cl)c(Cl)c1)c1cccc(NC(=O)C(C)C)c1 | 0.9 | 1 | 8 | 11 | 0.64 | 4 | -2 | -7 | -7
COc1ccc(N2C(=O)CCC(C(=O)NCCN3CCOCC3)C2c2ccc(OC)c(OC)c2)cc1 (centres undefined) | 0.9 | 0.14 | 12 | nt | -0.13 | 9 | 9 | nt | -5
CCCC(=O)NC(Nc1ccccc1F)C(Cl)(Cl)Cl (centres undefined) | 0.4 | nt | 57* | -6 | -0.29 | 3 | 9 | 8 | 3
Cc1noc(C)c1COC(=O)CCC(=O)c1ccc(F)cc1 | 0.9 | 0.97 | 11 | -4 | -0.15 | 2 | 3 | 5 | 1

Laid out differently: entries from further up.
| compound | CYP2C9 act | PTK2B oligo ant | CYP2C9 inhib | LYP act | hDAT+cocaine | PostGolgi ctrl | PostGolgi yeast | PTPN22 inh 2 | Ecoli WT expand |
| --- | --- | --- | --- | --- | --- | --- | --- | --- | --- |
| O=C1C2C3C=CC(C3)C2C(=O)N1c1ccc2c(c1)CCC2 (centres undefined) | 1.1 | 0.5 | -6 | 19 | -0.98 | 9 | 13 | -20 | -3 |
| O=C(Nc1nc2ccccc2s1)c1ccc(Cl)s1 | 0.8 | nt | 17 | -2 | 1.6 | 13 | -15 | 0 | -19 |
| CC(C)C(OC(=O)C1CCCO1)C(=O)NC1CCCC1 (centres undefined) | 1.1 | 0.18 | -10 | 0 | -0.34 | 6 | 4 | -3 | 0 |
| CC1(C)CC(=O)C2=C(C1)N(c1ccc(F)cc1)C(=O)CC2c1cccnc1 (centres undefined) | 1.1 | nt | -6 | nt | -0.51 | -5 | 5 | nt | -4 |
| CC(=O)N(Cc1cc2cc(C)c(C)cc2n2nnnc12)CC1COCCO1 (centres undefined) | 1 | 1.1 | 4 | 3 | 1.6 | 1 | 3 | -6 | 4 |
| CC(=O)NC1C(=O)N=C(SCC(=O)NCc2ccccc2)NC1=O (centres undefined) | nt | 0.42 | nt | 7 | -1.9 | 5 | 3 | -8 | -2 |
| CCn1c(CCNC(=O)c2cccs2)nnc1SCC(=O)Nc1ccc(Cl)cc1 | nt | 0.98 | nt | -10 | -1.4 | nt | nt | 9 | nt |
| COC(=O)c1nnn(-c2nonc2N)c1CSc1nc2ccccc2s1 | 0.5 | -0.96 | 49 | -2 | -0.78 | 60* | 5 | 1 | 0 |
| CN1C(=O)/C(=C2/C=Cc3ccccc3N2CCCS(=O)(=O)O)SC1=S | 0.5 | -2.1 | 53* | 1 | -0.5 | -2 | 4 | -2 | 3 |
| COCCN1CN=C(Nc2nc3ccccc3s2)NC1 | 1.1 | 2.4 | -9 | -6 | 0.041 | -1 | 0 | 4 | 11 |

(continued)
SMILES | CYP2C9 act | PTK2B oligo ant | CYP2C9 inhib | LYP act | hDAT+cocaine | PostGolgi ctrl | PostGolgi yeast | PTPN22 inh 2 | Ecoli WT expand
Cc1ccc(CNC(=O)c2ccc(NS(=O)(=O)c3c(C)noc3C)cc2)cc1 | 0.3 | 0.82 | 70* | -7 | nt | 3 | 2 | 5 | 0
C=CCc1cccc2cc(C(=O)OCC(=O)c3ccccc3)c(=O)oc12 | 2.9* | -0.39 | -187 | -6 | 0.47 | 7 | -3 | 7 | -2
O=C(NCc1ccccn1)c1cnc2sccn2c1=O | 1 | 1.2 | -4 | 3 | -2 | 6 | 0 | -6 | 2
c1ccc2sc(SCc3ccc(-c4nnco4)cc3)nc2c1 | 0.8 | 0.68 | 15 | -8 | 0.08 | 12 | -9 | 8 | -3
O=C(Nc1ccccc1C(=O)NCC1CCCO1)c1ccccc1 (centres undefined) | 0.8 | -0.43 | 20 | -5 | 1.3 | -10 | -4 | 7 | 2
O=C(Nc1ccc(N2CCN(C(=O)c3ccco3)CC2)c(Cl)c1)c1cc2ccccc2o1 | 0.1 | -3.1* | 92* | -7 | nt | 28 | 9 | 7 | -15
COc1cc2c(=O)n(-c3ccc(C)cc3)c(=O)n(CC(=O)c3ccc4c(c3)OCO4)c2cc1OC | 1 | -1.3 | 2 | nt | 2.1 | 18 | -11 | nt | -10
Cn1c(-c2ccc(F)cc2)cnc1SCC(=O)N1CCCCC1 | 1 | -0.07 | -4 | 5 | 1.3 | -7 | 11 | -6 | 4
C=CCSc1nn2c(=O)c3ccccc3nc2s1 | 0.6 | 0.85 | 42 | 23 | -1.1 | 3 | 4 | -20 | 1
O=C(Nc1ccc(S(=O)(=O)N2CCCCCC2)cc1)c1ccc(Br)o1 | 0.6 | -1.1 | 45 | -10 | 0.0079 | 13 | -1 | 8 | -1
COC(CN1C(=O)C(O)=C(C(C)=O)C1c1ccccn1)OC (centres undefined) | 0.8 | 0.78 | 15 | 8 | -1.1 | -3 | 7 | -4 | 2
COc1ccc(CO/N=C/c2c(C)[nH]c(=O)[nH]c2=O)cc1 | 1 | 2 | -2 | 4 | 0.23 | 8 | 12 | 2 | 3
Cc1ccc(CN2CC(C(=O)Nc3cc(S(C)(=O)=O)ccc3Cl)CC2=O)cc1 (centres undefined) | 0.6 | 0.04 | 38 | -10 | -0.54 | 3 | 2 | 14 | -3
CN(C)C(=O)CSc1nc2ccccc2n1CC(=O)N1CCN(c2ccccc2)CC1 | 1 | -0.04 | 5 | 2 | -0.38 | 27 | 11 | 0 | -6
CC(C)Oc1ccc(Cc2c(O)nc(NCCCN(C)C)[nH]c2=O)cc1 | nt | -0.74 | nt | -6 | -0.25 | 11 | 1 | 9 | -1
CCOC(=O)c1cc(NC(=O)c2ccccc2)c(=O)oc1-c1ccccc1 | 0.8 | -1.6 | 25 | 4 | -1.2 | 6 | 2 | -1 | -12
O=C(O)C(C(=O)/C=C/c1ccco1)=C1SCCS1 | 1.1 | 0.17 | -6 | 7 | 0.13 | 8 | -1 | -10 | -2
Cc1cc2ncn(C(=O)N3CCCC3)c2cc1C | nt | 0.46 | nt | 22 | -0.3 | nt | nt | -21 | nt
COC(=O)c1[nH]c2ccccc2c1NC(=O)CN1CCN(Cc2ccc3c(c2)OCO3)CC1 | 0.6 | 2.1 | 41 | 21 | 2.4 | -2 | 6 | -23 | -3
Cc1ccc(C)c(N(C)C(=O)COc2cc(=O)n(C)c3ccccc23)c1 | 0.6 | nt | 35 | 0 | 0.33 | 15 | -2 | -2 | 3
COc1ccccc1-n1c(C)nnc1SCC(N)=O | 1.1 | 0.82 | -5 | -1 | -0.1 | 0 | 8 | 4 | 0

Rewritten with two lines to a compound: entries from further up.
Values run as follows: CYP2C9 act, PTK2B oligo ant, CYP2C9 inhib, LYP act, hDAT+cocaine, PostGolgi ctrl, PostGolgi yeast, PTPN22 inh 2, Ecoli WT expand
> O=C(O)C(C(=O)/C=C/c1ccco1)=C1SCCS1
  1.1, 0.17, -6, 7, 0.13, 8, -1, -10, -2
> Cc1cc2ncn(C(=O)N3CCCC3)c2cc1C
  nt, 0.46, nt, 22, -0.3, nt, nt, -21, nt
